# XiGFP reactiv: activators of inactive X chromosome reactivation, primary screen, imaging, XiGFP fibroblasts, GFP high-content imaging, set 2 | XiGFP mouse fibroblasts, % GFP-positive cells imaging, 3 d; cells co-treated with 5-aza-dC sensitizer; scaled so ellipticine positive control = 100% | activation, % at 7.58 µM | 360,000 tested, 0.055% active | AID 743238, 2013;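 active means mean normalized replicate activation at least 10% and every replicate at or above 10%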;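 further: 0% = median of on-plate neutral control wells and 100% = ellipticine 6 µM median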
#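 material = 68-5-11 XiGFP fibroblast line | medium = DMEM plus 5-aza-dC sensitizer | schedule = 3 days compound exposure | benchmarks = positive control ellipticine, 6 µM final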
# ERAP1 HTS inh: human ERAP1 aminopeptidase inhibitors, primary screen, biochemical, single point, plate reader | recombinant ERAP1, Leu-AMC fluorescence, 60 min | inhibition, % at 10.7 µM | 340,000 tested, 0.15% active | AID 652197, 2013;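 active means mean replicate inhibition of at least 30%, or all replicates individually reaching that 30% level; inactive means mean below 30% and not every replicate reaching it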;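 further: 0% = neutral control wells and 100% = L-leucinethiol positive control wells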
# F508del corr: F508del CFTR correction, initial screen, CFBE line, single point; AID 720511, 2013; activity (quench increase), % at 7.58 µM; CFBE cells, YFP halide quenching; stimulated with forskolin plus potentiator P3; % fluorescence drop versus neutral controls; 350,000 tested, 0.36% active;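 active means mean added fluorescence quench of at least 8% versus neutral control, with both replicates also reaching 8%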;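 further: cells transiently co-express mutant CFTR-F508del with the halide-sensitive YFP; corrector assay measuring rescue of mutant channel to the surface after 24 h compound exposure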
# RAD54 branch: inhibitors of human RAD54 branch migration, primary screen, biochemical, fluorescence, single point. inhibition, % at 10.4 µM. RAD54 Holliday junction branch migration, FAM/BHQ fluorescence. 360,000 tested, 0.14% active. DNA repair and recombination protein RAD54-like (Homo sapiens), Q92698;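 active means mean normalized replicate activity at least 40 and at least half of replicates scoring 40 or more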;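 further: 0% = median of neutral control wells and 100% = median of positive control wells; inhibitors cause a drop in the FAM fluorescence signal; in these data hits start at about 50%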
# Target sequence (Q92698 whole entry, looked up): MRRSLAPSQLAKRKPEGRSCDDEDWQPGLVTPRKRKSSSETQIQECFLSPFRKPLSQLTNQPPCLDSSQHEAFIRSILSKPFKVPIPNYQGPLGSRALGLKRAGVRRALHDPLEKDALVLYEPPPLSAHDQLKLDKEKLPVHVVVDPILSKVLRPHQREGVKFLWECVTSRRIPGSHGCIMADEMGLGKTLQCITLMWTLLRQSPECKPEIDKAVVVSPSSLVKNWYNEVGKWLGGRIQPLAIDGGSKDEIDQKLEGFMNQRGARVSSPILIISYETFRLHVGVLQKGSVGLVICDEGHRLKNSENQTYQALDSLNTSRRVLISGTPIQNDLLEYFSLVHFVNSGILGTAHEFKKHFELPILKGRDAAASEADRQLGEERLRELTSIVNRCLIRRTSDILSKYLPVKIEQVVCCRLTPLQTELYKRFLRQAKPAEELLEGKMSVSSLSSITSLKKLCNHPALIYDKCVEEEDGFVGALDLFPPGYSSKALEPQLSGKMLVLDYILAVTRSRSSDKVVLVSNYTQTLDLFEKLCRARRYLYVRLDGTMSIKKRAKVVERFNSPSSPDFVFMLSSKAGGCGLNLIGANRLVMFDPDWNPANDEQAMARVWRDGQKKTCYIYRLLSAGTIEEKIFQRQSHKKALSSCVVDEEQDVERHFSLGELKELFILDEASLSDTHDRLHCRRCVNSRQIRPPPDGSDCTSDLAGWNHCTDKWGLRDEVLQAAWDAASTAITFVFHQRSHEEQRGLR
# ARNT-TACC3 inh: disruptors of ARNT/TACC3 protein interaction, primary screen, biochemical, AlphaScreen, single concentration. inhibition, % at 9.99 µM. AlphaScreen His-ARNT PAS-B/GST-TACC3 binding, luminescence; TACC3 fragment carries E629A point mutation. 390,000 tested, 0.66% active. Transforming acidic coiled-coil-containing protein 3 (Homo sapiens), Q9Y6A5;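 active means mean inhibition of replicates at least 50% and at least half of replicates each reaching 50%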;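 further: 0% = complete ARNT plus TACC3 wells and 100% = ARNT alone without TACC3; many hits fall short of the cut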
# INS-1E GSIS act: GLuc luminescence reporter in INS-1E cells, primary screen for activators of glucose-dependent secretion of insulin | 370,000 tested, 0.61% active | INS-1E GLuc reporter insulin secretion, 2-3 h | activation, % at 16.6 µM | AID 743287, 2014;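 active means lowest replicate activation of at least 40%, so every replicate reaches that level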;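 further: 0% = median of neutral control wells and 100% = median of IBMX positive control wells; some compounds called inactive have numbers as strong as hits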
# esBAF inh: Bmi1 luciferase reporter increase in mESCs, primary screen, esBAF inhibitor project, mouse ES cells, Bmi1 luciferase knock-in, single point; 24 h; 100% = twice the neutral-well signal; reporter increase, % at 12.5 µM; 350,000 tested, 2% active; AID 602393, 2012; in the data active means activation above about 40%;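 further: 0% = median of the plate's neutral control wells and 100% = double that signal; a rise in the Bmi1 reporter signal indicates esBAF inhibition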
# RAD52 anneal inh: RAD52 DNA annealing inhibitors, primary screen, biochemical, FRET, single point, set 2. DNA repair protein RAD52 homolog (Homo sapiens), P43351. recombinant RAD52 DNA annealing, FRET fluorescence. inhibition, % at 18.7 µM. 360,000 tested, 0.46% active. AID 651710, 2012;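 active means every replicate showing at least 50% inhibition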
# An asterisk follows results filed as active; / = not tested or not shown.
1. O=C(CC1C(=O)NCCN1Cc1cccc(F)c1)NCCCCCN1CCOCC1 (configuration not stated)
2. O=C(CN1CCOCC1)N[C@@H]1CC[C@H](CCn2cc(C3CC3)nn2)O[C@H]1CO
3. CCOc1cccc(CNCc2cccnc2)c1OCc1ccccc1
4. CC(=O)Oc1ccccc1C(=O)NC(C)CCc1ccccc1 (configuration not stated)
5. Cc1ccccc1-c1cnc2c(c1)C(=O)N([C@H](C)CO)C[C@@H](C)[C@H](CN(C)Cc1cccnc1)O2
6. Cc1cc2occ(CC(=O)N(C)CC(=O)Nc3ccccc3C(F)(F)F)c2cc1C
7. CC(C)NC(=O)N(C)C[C@H]1Oc2ccc(NC(=O)c3ccncc3)cc2C(=O)N([C@@H](C)CO)C[C@H]1C
8. N#C[C@H]1[C@H](c2ccc(C#Cc3ccccc3F)cc2)[C@@H](CO)N1C(=O)C1CCCC1
assay / entry	1	2	3	4	5	6	7	8
XiGFP reactiv	0.2	0.1	0.0	0.1	-0.5	-0.1	0.2	0.0
ERAP1 HTS inh	0	1	-3	-1	-2	3	1	-1
F508del corr	-1.1	-1.9	4.8	-1.3	-0.2	0.1	0.4	-3.1
RAD54 branch	3	0	/	-11	-2	4	-2	/
ARNT-TACC3 inh	-1	3	-1	-6	-2	-1	-5	/
INS-1E GSIS act	9	10	38	-16	6	-15	14	-3
esBAF inh	-3	0	/	5	0	-3	-1	/
RAD52 anneal inh	-44	-2	-13	-10	13	-4	4	-170

9. CCC(=O)N(C)C[C@@H]1Oc2ncc(C#CC3(O)CCCC3)cc2C(=O)N([C@@H](C)CO)C[C@@H]1C
10. O=C1COc2ccc(S(=O)(=O)NCc3ccccc3)cc2N1
11. CN(C)c1ccc(NC(=S)NC23CC4CC(CC(C4)C2)C3)cc1
12. CC(C)[C@@H]1Cc2[nH]c(=S)[nH]c(=O)c2[C@H](CCc2ccccc2)O1
13. C[C@@H]1CN([C@H](C)CO)S(=O)(=O)c2ccc(C#CCN(C)C)cc2O[C@H]1CN(C)C(=O)CC1CC1
14. Cc1ccccc1-c1ccc([C@@H]2[C@H](CO)N3CCCCN(C(=O)Nc4cccc(F)c4)C[C@@H]23)cc1
15. CCC1(CC)NC(=O)N(CC(=O)OCc2nc3cc(C(=O)OC)ccc3c(=O)[nH]2)C1=O
16. COc1ccc2c(c1OC)C(=O)O[C@@H]2[C@H]1c2c(cc3c(c2OC)OCO3)CCN1C
assay / entry	9	10	11	12	13	14	15	16
XiGFP reactiv	0.1	0.3	0.3	0.1	-0.3	0.1	0.2	/
ERAP1 HTS inh	1	-3	3	-6	3	0	3	-3
F508del corr	-2.8	-0.4	-3.4	0.4	0.8	-8.3	-2.3	-2.4
RAD54 branch	-2	-6	6	/	0	-17	-3	-10
ARNT-TACC3 inh	-5	1	31	/	0	17	9	0
INS-1E GSIS act	13	-9	18	14	0	-12	15	15
esBAF inh	-5	-2	67*	/	5	-7	-12	11
RAD52 anneal inh	8	-5	-14	-6	-19	21	-18	-8

17. O=C(NCCO)c1ccc(-c2cnc3cccnn23)cc1
18. COCCNC(=O)C[C@H]1C[C@@H]2c3cc(NC(=O)Nc4ccccc4F)ccc3O[C@@H]2[C@@H](CO)O1
19. Cc1ccc(Cn2c(N3CCCCCC3)nc3c2c(=O)[nH]c(=O)n3C)cc1
20. NC(=O)CC(NC(=O)Cc1cccc2ccccc12)c1ccc(N2CCC(N3CCCC3)CC2)c([N+](=O)[O-])c1 (configuration not stated)
21. COc1ccc(C(C)(C)C)cc1NC(=O)CCNC(=O)c1ccco1
22. CN(Cc1ccccc1)C(=O)c1cccc(NC(=O)Cc2cccc(NC(=O)C3CCN(C(=O)C4CCC4)CC3)c2)c1
23. Cc1cccc(SCC(=O)Nc2ccc3c(c2)OCCO3)c1
24. COc1ccccc1NC(=O)N(C)C[C@H]1Oc2ncc(C#CC(C)C)cc2C(=O)N([C@H](C)CO)C[C@@H]1C
assay / entry	17	18	19	20	21	22	23	24
XiGFP reactiv	0.2	0.3	/	0.0	0.0	0.4	0.0	-0.9
ERAP1 HTS inh	4	/	/	-3	-6	1	0	2
F508del corr	2.5	0.9	/	-1.7	2.7	0.0	1.5	2.4
RAD54 branch	-12	-13	-7	0	-4	-10	3	-19
ARNT-TACC3 inh	/	-1	-6	/	-4	-2	-3	-3
INS-1E GSIS act	10	7	15	-1	8	-7	-19	-1
esBAF inh	7	0	-2	1	-2	0	8	-1
RAD52 anneal inh	1	/	/	13	-6	-24	-3	-4

25. O=C(COc1ccccc1C(=O)NCc1ccncc1)Nc1ccc(Br)cc1
26. CC(C)Oc1ccc(N2CC(C(=O)Nc3ccccc3C(=O)NC3CC3)CC2=O)cc1 (configuration not stated)
27. CCOC(=O)C1(CCCc2ccccc2)CCN(C(=O)CCOC)CC1
28. Cc1nc2ccc3nc(NC(=O)c4ccc5c(c4)OCCO5)sc3c2s1
29. CCCC#Cc1cnc2c(c1)C(=O)N([C@H](C)CO)C[C@H](C)[C@@H](CN(C)C(=O)Nc1cc(F)ccc1F)O2
30. Cc1cc(Cl)ccc1NNC(=O)c1cccs1
31. C[C@H](CO)N1C[C@H](C)[C@@H](CN(C)Cc2ccc(C(=O)O)cc2)Oc2cc(C#CCC3CCCC3)ccc2S1(=O)=O
32. Cc1cc(Cl)ccc1OCC(=O)OCC(=O)N1CCC(C(N)=O)CC1
assay / entry	25	26	27	28	29	30	31	32
XiGFP reactiv	0.1	0.5	0.0	/	0.1	-0.1	/	0.0
ERAP1 HTS inh	-1	-6	-3	/	-4	0	-3	0
F508del corr	0.6	-1.3	-1.0	/	1.7	-1.5	5.0	-2.0
RAD54 branch	/	/	-12	-1	-8	-1	-6	8
ARNT-TACC3 inh	10	-5	-3	0	0	-23	-7	1
INS-1E GSIS act	14	1	0	38	-9	/	/	2
esBAF inh	/	/	5	15	6	-10	-5	-4
RAD52 anneal inh	-9	-7	-11	/	-14	-5	-1	-17

33. N=C1/C(=C/c2cccn2CCOc2ccccc2)C(=O)N=C2SC=C(c3ccccc3)N12
34. COc1ccc(NC(=O)c2cc(C3CCCCN3C(=O)c3ccc(NC(C)=O)cc3)on2)c(C)c1 (configuration not stated)
35. COc1ccc(CCN2C(=O)c3cccc4c(C(=O)N5CCCCC5)ccc(c34)C2=O)cc1OC
36. O=C(c1ccccn1)N1CC2(C1)[C@H](c1ccccc1)[C@@H](CO)N2C(=O)C1CC1
37. O=C(CN1CCOCC1)N1CCCCN2[C@@H](CO)[C@@H](c3ccc(C#Cc4ccccc4)cc3)[C@@H]2C1
38. C[C@@H]1CCCCO[C@H](CN(C)Cc2ccc(C(F)(F)F)cc2)[C@H](C)CN([C@@H](C)CO)C(=O)c2cc(NC(=O)c3ccncc3)ccc2O1
39. CC1CCN(C(=O)/C(=C\c2cccs2)NC(=O)c2ccccc2)CC1
40. COc1ccc(NC(=O)Nc2ccc3c(c2)C(=O)N([C@H](C)CO)C[C@@H](C)[C@H](CN(C)Cc2ccc4c(c2)OCO4)OCCCC[C@@H](C)O3)cc1
assay / entry	33	34	35	36	37	38	39	40
XiGFP reactiv	0.0	-0.1	0.0	0.1	0.1	0.4	0.1	0.1
ERAP1 HTS inh	4	1	0	-3	0	0	0	2
F508del corr	13*	-1.4	/	-2.6	-6.2	0.3	1.6	3.2
RAD54 branch	-7	1	/	/	-2	-3	/	2
ARNT-TACC3 inh	6	/	5	/	2	-1	2	14
INS-1E GSIS act	/	/	-68	15	-7	-9	-4	-30
esBAF inh	/	-1	/	/	/	2	/	-8
RAD52 anneal inh	-62	-17	-9	-9	11	-27	-2	2

41. Cc1nn(C)c(C)c1S(=O)(=O)N1CCCC(C(=O)NC2CCCCCC2)C1 (configuration not stated)
42. CN1[C@@H]2c3ccc(-c4ccc(F)cc4)c(=O)n3C[C@@H]2[C@@H](CO)[C@@H]1C(=O)Nc1ccccc1
43. CCCCNC(=O)CCCN1C(=O)c2cccnc2Sc2ccccc21
44. COc1cc(/C=N/NC(=O)c2ccc(C)nc2)cc([N+](=O)[O-])c1O
45. CN(C)C(=O)[C@H]1[C@H](CO)[C@H]2Cn3c(ccc(C4=CCCC4)c3=O)[C@@H]1N2CC1CCCC1
46. CCCNC(=S)N1CCCC(c2nc3ccccc3[nH]2)C1 (configuration not stated)
47. C[C@H]1CN([C@@H](C)CO)C(=O)c2cc(/C=C/c3ccccc3)cnc2O[C@H]1CN(C)C(=O)C1CCOCC1
48. COC(=O)N/N=C(\C)c1ccc(OC(F)F)cc1
assay / entry	41	42	43	44	45	46	47	48
XiGFP reactiv	0.1	0.1	0.2	0.0	0.5	0.0	-0.2	0.0
ERAP1 HTS inh	0	5	-1	4	1	2	1	3
F508del corr	3.8	/	-0.3	-1.9	-2.6	1.3	-0.2	-2.9
RAD54 branch	17	6	18	/	/	/	-11	/
ARNT-TACC3 inh	/	3	-4	-5	/	3	-1	-3
INS-1E GSIS act	6	10	-13	16	-20	-5	-7	4
esBAF inh	11	1	-2	/	/	/	-3	/
RAD52 anneal inh	-14	10	1	7	-11	-5	12	-5

# Another view of three compounds above:
# Below each compound: XiGFP reactiv, ERAP1 HTS inh, F508del corr, RAD54 branch, ARNT-TACC3 inh, INS-1E GSIS act, esBAF inh, RAD52 anneal inh
13: C[C@@H]1CN([C@H](C)CO)S(=O)(=O)c2ccc(C#CCN(C)C)cc2O[C@H]1CN(C)C(=O)CC1CC1
→ -0.3, 3, 0.8, 0, 0, 0, 5, -19
14: Cc1ccccc1-c1ccc([C@@H]2[C@H](CO)N3CCCCN(C(=O)Nc4cccc(F)c4)C[C@@H]23)cc1
→ 0.1, 0, -8.3, -17, 17, -12, -7, 21
15: CCC1(CC)NC(=O)N(CC(=O)OCc2nc3cc(C(=O)OC)ccc3c(=O)[nH]2)C1=O
→ 0.2, 3, -2.3, -3, 9, 15, -12, -18

# (continued)
49. CCc1nc2ccc(C(=O)Nc3ccc(NC(C)=O)cc3)cn2c1N(C)CCC(C)C
50. COC(=O)c1cc2n(n1)CCN(Cc1cccc(OC)c1)C2=O
51. Cc1oc(-c2ccccc2F)nc1CS(=O)(=O)CC(=O)NCCCc1ccccc1
52. Cc1c(C(=O)NCc2cccc([N+](=O)[O-])c2)sc(=O)n1Cc1ccccc1F
53. C[C@H](CO)N1C[C@H](C)[C@@H](CN(C)S(C)(=O)=O)Oc2c(NC(=O)NC3CCCCC3)cccc2C1=O
54. CC(C(=O)N1CCCCC1)N(C)CC(=O)Nc1ccc(Cl)cc1 (configuration not stated)
55. COc1ccccc1-n1c(SCC(=O)O)nc2sc3c(c2c1=O)CCC3
56. CCCc1nc(NCCCOCC)c2nnn(Cc3ccccc3)c2n1
57. COc1cc(NS(=O)(=O)c2c(C)[nH]c(C)c2C(=O)N2CCCC2)cc(OC)c1OC
assay / entry	49	50	51	52	53	54	55	56	57
XiGFP reactiv	0.2	0.1	0.0	-0.1	-0.4	0.0	0.0	0.0	0.1
ERAP1 HTS inh	3	3	0	/	-2	0	2	-2	1
F508del corr	-0.9	-1.0	3.1	-0.7	-0.4	2.0	0.7	0.5	0.1
RAD54 branch	-7	/	11	-6	2	/	/	-7	2
ARNT-TACC3 inh	/	-6	-4	/	-8	-6	-2	1	/
INS-1E GSIS act	-1	-1	/	-29	12	-15	22	5	-1
esBAF inh	5	/	14	-5	3	/	/	-5	-4
RAD52 anneal inh	-102	-6	-3	-4	2	-10	-5	-21	-8
